TR SRC2 fluor cs: Total Fluorescence Counterscreen for Inhibitors of the Interaction of Thyroid Hormone Receptor and Steroid Receptor Coregulator 2. TRb/SRC2 Texas Red total fluorescence interference. Potency, µM (highest dose often 106 µM), for inactives: top-dose fluorescence change, negative = quenching. 0.29% of 280,000 active. AID 1479, 2009; active means well fitted curve in either direction with a large enough effect; inconclusive means small, poorly fitted or top-dose-only effect
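Flags fluorescent or light-absorbing compounds by total fluorescence, S + 2P, at 555 nm excitation and 632 nm emission. Mixture: 20 nM Texas Red SRC2 peptide, 0.6 uM human TRb LBD, 1 uM T3, 5% DMSO; compound exposure 5 h at ambient temperature.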
TRb SRC2 PPI: qHTS for Inhibitors of the Interaction of Thyroid Hormone Receptor and Steroid Receptor Coregulator 2 | AID 1469, 2008 | TRbeta-SRC2 peptide binding, fluorescence polarization; receptor liganded with 1 µM T3 | Thyroid hormone receptor beta (Homo sapiens), P10828 | Potency, µM (titrated, usually from 106 µM), without a hit: top-dose activity change, negative = inhibition, usual class: inhibitors | 0.065% of 280,000 active;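 further: plate controls were bound peptide for no effect and peptide without receptor for full effect; nearly all actives have a fitted effect of over 50% in size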
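Human TRb ligand-binding domain (0.6 uM) is mixed with 20 nM Texas Red SRC2 peptide and 1 uM T3; after compound addition and 5 hr at ambient temperature, polarization is measured and normalized to unbound and bound controls.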
JMJD2E inh: qHTS Assay for Inhibitors of Human Jumonji Domain Containing 2E (JMJD2E). 1.6% of 230,000 active. AID 2147, 2009. Lysine-specific demethylase 4E (Homo sapiens), B2RXH2. JMJD2E catalytic domain, FDH-coupled NADH fluorescence (FDH is formaldehyde dehydrogenase). Potency, µM (doses to about 57.1 µM), for inactives: at the highest dose activity change, negative = inhibition, most hits filed as inhibitors; active means well fitted inhibition curve with a large enough effect, not every such curve was filed as active; inconclusive means small, poorly fitted or top-dose-only effect, or another doubt; inactive means no such curve, though single readings can be large or run the other way;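 further: 0% = wells with enzyme and -100% = buffer wells without enzyme; nearly all actives have a fitted effect of over 50% in size; many of its hits are not listed in these tables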
Target sequence (B2RXH2 1-337 limits assumed): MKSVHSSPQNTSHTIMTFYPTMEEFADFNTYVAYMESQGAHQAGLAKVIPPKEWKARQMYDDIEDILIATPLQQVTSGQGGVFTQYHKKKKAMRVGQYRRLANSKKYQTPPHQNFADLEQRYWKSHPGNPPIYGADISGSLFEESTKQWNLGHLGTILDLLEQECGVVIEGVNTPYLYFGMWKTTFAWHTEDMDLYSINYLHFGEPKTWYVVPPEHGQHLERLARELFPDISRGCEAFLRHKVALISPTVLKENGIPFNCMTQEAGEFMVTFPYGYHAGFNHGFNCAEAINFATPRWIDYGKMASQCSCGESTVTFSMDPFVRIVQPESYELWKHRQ
Tau ThT inhib: qHTS for Inhibitors of Tau Fibril Formation, Thioflavin T Binding | Microtubule-associated protein tau (Homo sapiens), P10636 | recombinant tau K18 P301L, heparin-induced fibrillization, ThT fluorescence | Potency, µM (doses to about 57.4 µM), inactives show top-dose activity, negative = inhibition, hits mostly inhibitors | 2.1% of 270,000 active | AID 1460, 2008; further: nearly all actives have a fitted effect of over 55% in size
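Fibril formation assay: tau K18 P301L at 15 uM with trace Alexa 594 label, heparin inducer 20 uM, pH 7 sodium acetate buffer, 37 C for 6 hr; endpoint ThT signal.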
RECQ1 inh: qHTS Assay for Inhibitors of RecQ-Like Dna Helicase 1 (RECQ1). ATP-dependent DNA helicase Q1 (Homo sapiens), P46063. RECQ1 DNA unwinding, red fluorescence kinetic read. Potency, µM (titrated, usually from 57.3 µM), inactives show top-dose activity, negative = inhibition, hits mostly inhibitors. 0.54% of 240,000 active;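 further: plate controls were vehicle for no effect and no enzyme for full effect; nearly all actives have a fitted effect of over 30% in size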
Target sequence (P46063 whole entry, looked up): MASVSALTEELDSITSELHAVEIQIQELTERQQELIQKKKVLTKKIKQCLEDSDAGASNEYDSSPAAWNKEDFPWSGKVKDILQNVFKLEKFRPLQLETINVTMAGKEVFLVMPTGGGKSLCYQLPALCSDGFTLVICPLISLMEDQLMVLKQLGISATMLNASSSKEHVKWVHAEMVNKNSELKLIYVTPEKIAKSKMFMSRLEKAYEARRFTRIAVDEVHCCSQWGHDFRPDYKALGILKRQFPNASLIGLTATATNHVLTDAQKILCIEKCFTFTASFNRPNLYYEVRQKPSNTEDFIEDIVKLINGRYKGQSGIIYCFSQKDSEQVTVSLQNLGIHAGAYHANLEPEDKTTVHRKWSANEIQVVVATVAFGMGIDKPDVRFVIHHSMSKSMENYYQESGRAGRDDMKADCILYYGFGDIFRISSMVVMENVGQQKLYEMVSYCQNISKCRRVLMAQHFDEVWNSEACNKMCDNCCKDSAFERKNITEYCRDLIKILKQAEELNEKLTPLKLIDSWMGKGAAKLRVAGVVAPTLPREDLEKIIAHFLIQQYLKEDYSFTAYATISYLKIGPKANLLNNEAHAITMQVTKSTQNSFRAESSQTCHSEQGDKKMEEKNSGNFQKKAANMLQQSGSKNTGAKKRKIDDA
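RECQ1T1 50 nM; forked duplex (20 bp + 30-nt ss tails) 200 nM, ATP 2 mM final; pH 8.0, 2 mM MgCl2, 2.5 ug/ml poly(dI-dC); 15 min compound preincubation; discontinuous kinetic read over 2 h at RT.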
GoLoco inh red: qHTS Assay for Inhibitors of RGS12 GoLoco Motif Activity (Red Fluorophore) | 0.44% of 230,000 active | Gai1:RGS12 GoLoco peptide FP, rhodamine, 10 min | Guanine nucleotide-binding protein G(i) subunit alpha-1 (Homo sapiens), P63096 | Potency, µM (doses to about 61.6 µM), without a hit: top-dose activity, negative = inhibition, hits mostly inhibitors | AID 880, 2007; active means well fitted inhibition curve with a large enough effect, not every such curve was filed as active; inactive means no such curve, though single readings can be large or run the other way; further: nearly all actives have a fitted effect of over 30% in size; many of its hits are not listed in these tables
Tau FP inhib: qHTS for Inhibitors of Tau Fibril Formation, Fluorescence Polarization | K18 P301L tau heparin fibrillization, Alexa594 FP, 6 h | Potency, µM (titrated, usually from 57.7 µM), for inactives: at the top dose activity, negative = inhibition, usual class: inhibitors | 0.39% of 280,000 active; further: nearly all actives have a fitted effect of over 55% in size
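Read-out: fluorescence polarization of Alexa 594-labeled tau (0.24 uM), 555 nm excitation, 632 nm emission. Mixtures held 15 uM unlabeled K18 P301L, compound and 20 uM heparin, pH 7 acetate buffer, incubated 6 hr at 37 C.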
L3MBTL1 inh: qHTS Assay for the Inhibitors of L3MBTL1 | Potency, µM (top dose mostly 57.1 µM), without a hit: at the top dose activity, negative = inhibition, usual class: inhibitors | Lethal(3)malignant brain tumor-like protein 1 (Homo sapiens), Q9Y468 | AID 485360, 2010 | AlphaScreen L3MBTL1–H3K9me1 peptide binding | 0.66% of 230,000 active; further: nearly all actives have a fitted effect of over 60% in size
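L3MBTL1 50 nM + b-AHA-H3(1-15)K9me1 75 nM, 30 min RT; compound added, 30 min RT; streptavidin donor/Ni-chelate acceptor beads 10 ug/mL each final, 30 min RT dark; AlphaScreen read.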
* hit, by the source's call; i = inactive; ? = inconclusive; nt = not tested or not shown; [ ] = remark or other dose. Unless noted, the call rests on the fitted dose curve; in most records, active means well fitted curve in the direction sought with a large enough effect; inconclusive means small, poorly fitted or top-dose-only effect, or another doubt; inactive means no such curve, though single readings can be large; an effect the other way counts as inactive or inconclusive. Unless noted, on the % scale 0 is the no-effect control and ±100 the full control effect; potency means the concentration at half of the fitted maximal effect. The list is partial, so the mix of outcomes need not match the whole.

cpd	SMILES	TR SRC2 fluor cs	TRb SRC2 PPI	JMJD2E inh	Tau ThT inhib	RECQ1 inh	GoLoco inh red	Tau FP inhib	L3MBTL1 inh
1	CC(=O)N(Cc1ccc(Br)cc1)c1cccc(C)c1C	-1%	1%	3%	-13%	i	-2%	-1%	0%[11.4 µM]
2	COc1cccc(C(=O)NC2CCN(C(=O)N3CCCCC3)CC2)c1	1%	-4%	3%	-7%	-5%	7%	-1%	-2%
3	CSc1ncccc1C(=O)OCc1ccc(Br)cc1	0%	-1%	1%	-6%	-13%	0%	2%	189%[activator]
4	Cc1c(C)n(C(=O)CN2CCN(c3ccccc3)CC2)c2ccccc12	0%	5%	-5%	-4%	31%[activator]	4%	-7%	nt
5	COc1ccc(C)cc1NC(=O)C(OC(=O)CNC(=O)c1cccc(F)c1)c1ccccc1 (centres undefined)	1%	-11%	2%	-5%	i	-3%	-13%	1%
6	O=C(Cn1cnc2ccccc2c1=O)Nc1nnc(SCc2ccccc2)s1	-1%	-13%	2%	5%	-8%	9%	-15%	0%
7	CCc1nnc(NC(=O)C(=O)NCCOC(=O)c2ccccc2)s1	3%	-15%	1%	?	i	-9%	5%	nt
8	c1cc2c(cc1-n1cnnn1)OCO2	0%	-7%	-17%	0%	-2%	-1%	-7%	nt
9	Cc1ccc(N(CC(O)CN2CCOCC2)S(=O)(=O)c2ccc3ccccc3c2)cc1 (centres undefined)	3%	-2%	3%	-1%	-16%	2%	4%	-12%
10	O=C(NCCC1CC1(Cl)Cl)Nc1ccccc1 (centres undefined)	-3%	2%	-1%	-10%	-2%	4%	2%	10%
11	COc1ccc(-c2nc3c(C#N)c[nH]n3c2NC2CCCCC2)c(OC)c1	-3%	1%	nt	-1%	nt	nt	-2%	nt
12	NS(=O)(=O)c1ccc(CNC(=O)NC2(c3ccccc3)CC2)cc1	0%	2%	0%	-8%	-7%	18%	3%	nt
13	CC(=O)n1c(C=Nc2ccccc2)c(O)c2ccccc21	-4%	-1%	?	?	2%	-1%	?	nt
14	COC(=O)c1ccc(NC(=S)NNC(=O)CC(C)C)cc1	1%	-22%	-1%	0%	-1%	-11%	1%	-7%
15	CN(C)c1ccc(N=c2sc3ccccc3n2C)cc1	3%	6%	-12%	?	-15%	-42%	0%	nt
16	Fc1cccc(F)c1/C=C/c1ccc2ccccc2n1	-5%	4%	?	?	0%	nt	-7%	49%[activator]
17	O=C(CC1C(=O)NCCN1CC(c1ccccc1)c1ccccc1)NC1CC1 (centres undefined)	-1%	-4%	-24%	-10%	-14%	-31%	-9%	0%
18	CCCOC(=O)c1ccc(Oc2c(-c3ccc(OCC)cc3O)n[nH]c2C)cc1	0%	8%	5%	-13%	-10%	-7%	?	nt
19	O=C1C(=O)c2ccc(-c3ccccc3)cc2-c2ccccc21	-2%	?	-1%	1.3µM*	-7%	-7%	?	?
20	O=C(NCCCCc1ccccc1)C1CC(c2ccccc2C(F)(F)F)=NO1 (centres undefined)	0%	0%	1%	-5%	i	8%	7%	nt
21	Cc1ccc(NC(=O)c2ncn(-c3ccccc3)n2)cc1Cl	1%	-3%	nt	?	nt	nt	-11%	nt
22	CCN(CC(=O)NCc1ccc(F)cc1)Cc1nc2cc(Cl)ccc2c(=O)[nH]1	2%	-24%	-2%	13%	i	24%	-1%	nt
23	COc1ccc(NC(=O)C2C3C=CC(C3)C2C(=O)NCc2ccco2)cc1 (centres undefined)	-1%	-4%	0%	-8%	-1%	7%	-4%	nt
24	O=C(NCCOc1ccccc1F)c1cc(F)c(F)cc1Cl	-4%	0%	-1%	3%	1%	62%[activator]	-2%	-1%
25	COc1ccc(Cn2nnnc2C(c2cccs2)N2CCCCCC2)cc1 (centres undefined)	-7%	-2%	-11%	-12%	-29%	-14%	-7%	13%
26	Cc1cc(OCCCSc2nc(-c3ccc(C(C)(C)C)cc3)nc3cc(=O)[nH]n23)ccc1Cl	1%	-1%	nt	-17%	nt	nt	-6%	nt
27	COc1ccc(S(=O)(=O)CCC(=O)O)cc1	2%	-4%	1%	2%	-2%	10%	2%	1%
28	CCOc1ccc(NC(=O)NCc2c(-n3cccc3)sc3c2CCCC3)cc1	-2%	-3%	nt	-15%	nt	nt	-6%	nt
29	O=C(NCCc1ccccc1)c1cc(=O)c2ccccc2o1	-3%	2%	6%	3%	i	-3%	2%	5%
30	CN=c1scc(-c2cccs2)n1/N=C/c1ccc(O)c(O)c1O	-15%	2%	14µM*	13µM*	6.3µM*	36%[activator]	?	14µM*
31	CC(C)(C)C(=O)Nc1c(C(=O)N2CCN(c3ccc(F)cc3)CC2)oc2ccccc12	3%	-1%	nt	-11%	nt	nt	1%	nt
32	CCCCCCNc1cc(C)oc(=O)c1C(C)=O	-2%	-2%	1%	-5%	i	11%	-3%	-4%
33	COc1cc2c(cc1OC)C1=NC(=O)CN1C(SCc1ccccc1C)=N2	1%	0%	?	-15%	17%	-2%	5%	1%
34	CCOC(=O)/C=C1/N(C)c2ccccc2C1(C)C	0%	-4%	-1%	nt	i	11%	4%	nt
35	Cn1c(CSc2ncccn2)nnc1SCC(=O)N1CCCCC1	-2%	0%	2%	-3%	-9%	1%	6%	2%
36	CC(=O)Nc1ccc(NC(=O)CSc2nnc3c4ccccc4n(C)c3n2)cc1	-3%	-4%	-5%	?	-17%	8%	?	6%
37	Cc1nc(C)c(-c2nnc(-c3ccccc3Cl)o2)cc1C(=O)NN	-5%	5%	18%	-4%	8%	8%	-1%	nt
38	Cc1c(-c2ccco2)[n+](=O)c2c(n1[O-])CCC2	0%	8%	6%	6%	26%	-6%	2%	-2%
39	COc1ccc(OC)c(S(=O)(=O)N2CCN(Cc3nc4ccc(C)cc4o3)CC2)c1	-1%	-7%	nt	9%	nt	nt	-6%	nt
40	Cc1cc(C(=O)C(C)Sc2cccc[n+]2[O-])c(C)n1-c1ccc(Cl)cc1 (centres undefined)	0%	-1%	2%	-7%	0%	11%	-2%	4%
41	CCC(Oc1ccccc1F)C(=O)Nc1cc(-c2ccccc2)no1 (centres undefined)	7%	4%	nt	-9%	nt	nt	-12%	nt
42	CCn1c(C(=O)NCCc2ccc(OC)c(OC)c2)cc2sc(Cl)cc21	?	-1%	nt	?	nt	nt	-12%	nt
43	O=C(Cc1c(O)c2ccccc2[nH]c1=O)NCc1ccccc1	-4%	-4%	?	-1%	i	4%	6%	-1%
44	CC(=O)c1cccc(N(C(=O)Cn2nnc3ccccc32)C(C(=O)NCC2CCCO2)c2ccc(N3CCOCC3)cc2)c1 (centres undefined)	-4%	4%	3%	-2%	-6%	5%	-10%	5%
45	Cc1ccsc1/C=N/n1c(-c2ccco2)n[nH]c1=S	-1%	-6%	-13%	-7%	-7%	1%	-2%	-3%
46	Cc1cc(N2CCN(c3ccccc3)CC2)nc(N2CCOCC2)n1	-2%	-7%	3%	-15%	-1%	3%	-11%	nt
47	CCOC(=O)C1(C)NC(c2ccc(OC)cc2OC)C2C(=O)N(CC)C(=O)C21 (centres undefined)	-2%[53 µM]	5%[53 µM]	16%	5%	-15%	11%	0%	0%
48	COc1ccc(Cl)cc1C(=O)NNC(=S)NC1CCCC1	0%	1%	-6%	-3%	21%	23%	1%	9%
49	COc1ccc(/C=N/OCC(=O)NCC(C)C)c(OC)c1	-4%	-5%	-6%	-6%	-10%	7%	4%	1%
50	Cc1ccccc1N1CCN(c2ncnc3c2cnn3Cc2ccc(Cl)cc2)CC1	-1%	-9%	?	-11%	-1%	-1%	3%	5%
51	CC(C)c1nc2n[nH]c(N)c2c2c1CCC2	-2%	3%	2%	-8%	i	4%	1%	nt
52	O=C1C(Cl)=C(N2CCOCC2)C(=O)N1CCc1ccccc1	-1%	-13%	1%	?	-3%	4%	4%	33%[activator]
53	CC(C)C(=O)Nc1ccc(C(=O)NNC(=O)CCc2ccccc2)cc1	-5%	3%	5%	3%	1%	4%	-6%	-1%
54	Cc1cc(=O)oc2cc(OC(C)C(=O)O)c(Cl)cc12 (centres undefined)	0%	8%	?	0%	4%	-10%	1%	9%
55	O=C(COc1ccc(S(=O)(=O)NC2CCCCC2)cc1Cl)Nc1ccc2c(c1)OCO2	-4%	-6%	-5%	?	-14%	-1%	7%	nt
56	CCOC(=O)c1[nH]c2ccc(F)cc2c1NC(=O)C1=COCCO1	-6%	-17%	?	-15%	i	3%	-11%	nt
57	N#Cc1ccccc1S(=O)(=O)c1ccccc1C(=O)Nc1ccccc1	1%	2%	7%	-9%	-14%	4%	2%	-16%
58	CSCc1cc(N2CCOCC2)nc(SCc2ccc(Cl)c(Cl)c2)n1	-2%	-13%	?	-16%	-7%	63%[activator]	-2%	1%
59	Cc1ccccc1Cc1ccc(Cl)nn1	0%	-3%	1%	2%	-3%	-3%	0%	3%

Screens from PubChem BioAssay.
